High-throughput results: PubChem BioAssay, National Center for Advancing Translational Sciences (NCATS)
JMJD2A Tudor inh: qHTS Assay for Inhibitors of JMJD2A-Tudor Domain | AID 504339, 2011 | Lysine-specific demethylase 4A (Homo sapiens), O75164 | 4.4% of 390,000 active | Potency, µM (titrated, usually from 114 µM), for inactives: at the top dose activity change, negative = inhibition, hits mostly inhibitors | AlphaScreen JMJD2A-Tudor / H3K4me3 peptide binding; also: potency is read from the fitted curve at half-maximal effect; % is scaled to controls: 0 for no effect and ±100 for the full control effect; nearly all actives have a fitted effect of over 50% in size
PI4K2A block: qHTS for small molecular inhibitors of PI4K2A. Phosphatidylinositol 4-kinase type 2-alpha (Homo sapiens), Q9BTU6. purified PI4K2A, ADP-Glo luminescence, 1 h; hits give low values. activity change, negative = inhibition, % at 76.9 µM. 0.13% of 420,000 active; in the data active = activity change below about -50%; inconclusive = mostly about -30% to -49%;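 also: -100% = wells without enzyme as full effect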
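In this quantitative HTS, ADP production by PI4K2A was quantified luminescently after 1 h at ambient temperature; 100 microM adenosine served as plate-quality control.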
HP1b binding inh: HTS for Inhibitors of HP1-beta Chromodomain Interactions with Methylated Histone Tails | 0.56% of 390,000 active | Chromobox protein homolog 1 (Homo sapiens), P83916 | AlphaScreen HP1-beta / biotin-H3K9me3 peptide binding | Potency, µM (highest dose often 114 µM), for the others: at the top dose activity change, negative = inhibition, hits mostly inhibitors; also: potency is read from the fitted curve at half-maximal effect; nearly all actives have a fitted effect of over 70% in size; inactives centre near 23
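Compound inhibition of the preformed complex between 50 nM HP1-beta and 50 nM biotinylated H3K9me3 peptide was read by AlphaScreen. Buffer was PBS pH 7.4 with 0.01% Tween-20. Incubations ran 30 min at room temperature, with 10 ug/mL donor/acceptor beads.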
BAZ2B block: qHTS Assay for Inhibitors of BAZ2B. Bromodomain adjacent to zinc finger domain protein 2B (Homo sapiens), Q9UIF8. 4.4% of 360,000 active. AlphaScreen BAZ2B-H3K14Ac peptide displacement. Potency, µM (doses to about 114 µM), inactives show at the highest dose activity change, negative = inhibition, hits mostly inhibitors; also: potency is read from the fitted curve at half-maximal effect; % is scaled to controls: 0 for no effect and ±100 for the full control effect; nearly all actives have a fitted effect of over 60% in size
Target sequence (Q9UIF8 whole entry, looked up, the tested form may be a part): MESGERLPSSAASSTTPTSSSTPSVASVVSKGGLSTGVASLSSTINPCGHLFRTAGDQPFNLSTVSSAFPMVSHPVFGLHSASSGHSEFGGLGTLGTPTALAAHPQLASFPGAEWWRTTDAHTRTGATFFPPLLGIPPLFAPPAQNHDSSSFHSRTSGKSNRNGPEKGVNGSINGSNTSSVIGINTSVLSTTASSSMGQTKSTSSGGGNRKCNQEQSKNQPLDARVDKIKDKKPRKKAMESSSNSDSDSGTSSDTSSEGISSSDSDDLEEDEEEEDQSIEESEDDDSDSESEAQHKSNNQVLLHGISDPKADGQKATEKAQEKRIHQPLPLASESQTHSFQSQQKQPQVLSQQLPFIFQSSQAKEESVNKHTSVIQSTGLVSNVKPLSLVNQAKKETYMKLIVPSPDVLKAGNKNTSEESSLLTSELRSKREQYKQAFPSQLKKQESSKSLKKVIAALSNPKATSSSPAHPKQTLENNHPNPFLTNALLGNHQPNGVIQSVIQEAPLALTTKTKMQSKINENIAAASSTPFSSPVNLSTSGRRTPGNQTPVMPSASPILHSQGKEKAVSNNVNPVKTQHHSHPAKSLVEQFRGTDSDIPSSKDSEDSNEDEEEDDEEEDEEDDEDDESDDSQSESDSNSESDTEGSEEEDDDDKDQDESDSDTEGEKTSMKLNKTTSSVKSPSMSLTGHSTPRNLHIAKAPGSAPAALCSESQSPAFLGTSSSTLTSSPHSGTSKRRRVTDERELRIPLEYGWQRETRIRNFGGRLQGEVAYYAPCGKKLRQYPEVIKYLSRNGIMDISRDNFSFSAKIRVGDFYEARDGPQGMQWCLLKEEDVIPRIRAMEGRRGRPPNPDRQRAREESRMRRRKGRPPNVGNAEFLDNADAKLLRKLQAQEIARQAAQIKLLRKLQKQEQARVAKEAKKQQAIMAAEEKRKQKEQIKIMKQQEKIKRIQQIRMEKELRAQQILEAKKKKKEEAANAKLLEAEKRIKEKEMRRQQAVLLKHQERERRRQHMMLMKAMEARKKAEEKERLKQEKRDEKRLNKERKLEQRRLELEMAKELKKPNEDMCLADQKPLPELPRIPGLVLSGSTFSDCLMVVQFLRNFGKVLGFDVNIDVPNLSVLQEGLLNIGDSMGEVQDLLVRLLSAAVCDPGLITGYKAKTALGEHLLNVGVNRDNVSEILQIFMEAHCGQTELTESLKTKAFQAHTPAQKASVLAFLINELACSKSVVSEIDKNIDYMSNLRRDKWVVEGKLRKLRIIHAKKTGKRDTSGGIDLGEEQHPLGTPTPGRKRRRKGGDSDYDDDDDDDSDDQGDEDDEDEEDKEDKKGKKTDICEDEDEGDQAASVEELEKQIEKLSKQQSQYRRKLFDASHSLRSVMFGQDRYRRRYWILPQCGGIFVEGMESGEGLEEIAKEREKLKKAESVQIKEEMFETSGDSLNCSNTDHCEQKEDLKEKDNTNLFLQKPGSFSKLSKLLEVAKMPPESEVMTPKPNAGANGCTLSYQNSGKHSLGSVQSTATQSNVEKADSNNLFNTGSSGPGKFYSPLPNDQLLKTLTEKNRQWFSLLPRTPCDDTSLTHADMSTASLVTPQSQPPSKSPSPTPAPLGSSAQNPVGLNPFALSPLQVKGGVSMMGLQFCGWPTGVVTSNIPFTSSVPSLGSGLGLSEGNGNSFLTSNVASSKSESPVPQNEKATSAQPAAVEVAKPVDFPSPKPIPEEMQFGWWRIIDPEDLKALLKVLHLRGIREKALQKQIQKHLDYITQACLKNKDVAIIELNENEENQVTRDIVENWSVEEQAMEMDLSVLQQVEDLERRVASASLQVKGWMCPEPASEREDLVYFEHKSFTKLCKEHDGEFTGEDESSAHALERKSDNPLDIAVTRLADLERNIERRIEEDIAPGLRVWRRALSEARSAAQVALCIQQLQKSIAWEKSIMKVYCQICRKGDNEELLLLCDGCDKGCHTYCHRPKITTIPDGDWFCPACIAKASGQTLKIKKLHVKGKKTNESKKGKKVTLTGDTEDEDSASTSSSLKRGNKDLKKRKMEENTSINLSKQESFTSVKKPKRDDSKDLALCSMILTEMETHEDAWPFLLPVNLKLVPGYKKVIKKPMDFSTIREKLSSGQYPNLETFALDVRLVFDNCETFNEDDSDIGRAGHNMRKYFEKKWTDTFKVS
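BAZ2B (50 nM) with biotin-H3(5-23)K14Ac peptide (50 nM) in PBS pH 7.4, 0.01% Tween-20, preformed 30 min, then compound 30 min at room temperature; top concentration 110uM. AlphaScreen streptavidin donor/nickel chelate acceptor beads (10 ug/mL final), 20 min dark, signal read.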
Pin1 inhibitor: qHTS Assay to Find Inhibitors of Pin1; Peptidyl-prolyl cis-trans isomerase NIMA-interacting 1 (Homo sapiens), Q13526; Pin1 FP peptide displacement, HiFluor488, 10 min; Potency, µM (titrated, usually from 115 µM), for inactives: at the top dose activity, negative = inhibition, actives largely listed as inhibitors; 0.009% of 390,000 active; AID 504891, 2011; active = well fitted inhibition curve with a large enough effect in the polarisation, with a control signal flat, not every such curve was filed as active; inconclusive = small, poorly fitted or top-dose-only effect, or effect the other way, or a change in a side signal; inactive = no such curve, though single readings can be large or run the other way; the % refers to the polarisation; also: potency is read from the fitted curve at half-maximal effect; % is scaled to controls: 0 for no effect and ±100 for the full control effect
Tb PGK inh: qHTS Assay to Find Inhibitors of Phosphoglycerate Kinase | PGK/GAPDH coupled, Kinase-Glo luminescence, 60 min | Potency, µM (top dose mostly 57.5 µM), for the others: at the top dose activity change, negative = inhibition, most hits filed as inhibitors | Phosphoglycerate kinase, glycosomal (Trypanosoma brucei brucei), P07378 | 0.043% of 380,000 active; also: potency is read from the fitted curve at half-maximal effect; % is scaled to controls: 0 for no effect and ±100 for the full control effect; nearly all actives have a fitted effect of over 60% in size
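Recombinant glycosomal PGK reaction used 1,3-bisphosphoglycerate generated in-well by GAPDH (100nM final) in 100mM TEA pH 7.6, 5mM MgCl2, 0.01% Tween-20. After 60 minutes at room temperature, ATP was read by Kinase-Glo Plus luminescence end-point.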
ERG-DNA inh: qHTS for Small Molecule Inhibitors of the ERG Ets/DNA interaction. fluorescence polarization, His-ERG Ets domain / labelled DNA. 0.028% of 370,000 active. Potency, µM (doses to about 76.9 µM), for inactives: top-dose FP activity, negative = inhibition, hits mostly inhibitors. AID 624246, 2012; active = well fitted inhibition curve with a large enough effect in the polarisation, with a control signal flat; inconclusive = small, poorly fitted or top-dose-only effect, or effect the other way, or a change in a side signal; inactive = no such curve, though single readings can be large or run the other way; the % refers to the polarisation;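 also: polarization taken with two DNA probes labelled with fluorescein and Texas red; potency is read from the fitted curve at half-maximal effect; % of control where 0% means no effect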
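His-tagged ERG Ets domain (1 uM in the protein solution; 300mM KCl, 50mM Tris-HCl, 1mM EDTA, 1mM DTT, pH 7.5) received compound, then a probe mix of 5 nM fluorescein-DNA and 100nM Texas-615-DNA. Fluorescence polarization was read for both dyes.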
GLS inh: qHTS for Inhibitors of Glutaminase (GLS) | Glutaminase kidney isoform, mitochondrial (Homo sapiens), O94925 | GLS enzymatic activity, qHTS titration | Potency, µM (series often up to 45.5 µM), for inactives: at the highest dose activity change, negative = inhibition, most hits filed as inhibitors | 0.21% of 410,000 active | AID 624170, 2012; also: potency is read from the fitted curve at half-maximal effect; % is scaled to controls: 0 for no effect and ±100 for the full control effect
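Assay buffer: 45 mM KH2PO4 pH 8.2, 0.02% Tween-20. hKGA acts on L-glutamine (1 mM solution added); product glutamate is reported by an oxidase/peroxidase Amplex Red coupling, with fluorescence taken at baseline and 30 min.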
G9a block: qHTS Assay for Inhibitors of Histone Lysine Methyltransferase G9a | Potency, µM (titrated, usually from 102 µM), for inactives: top-dose activity, negative = inhibition, most hits filed as inhibitors | G9a H3K9 monomethylation, AlphaScreen, 2 h | Histone-lysine N-methyltransferase EHMT2 (Homo sapiens), Q96KQ7 | 8.8% of 350,000 active; also: potency is read from the fitted curve at half-maximal effect; % is scaled to controls: 0 for no effect and ±100 for the full control effect; nearly all actives have a fitted effect of over 75% in size
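Quantitative HTS format: methyltransferase activity on a biotin-tagged H3K9 peptide is measured by AlphaScreen, using a rabbit anti-monomethyl-H3K9 antibody with streptavidin donor and anti-IgG acceptor beads. Final levels are 20 nM enzyme, 500 nM peptide, 20 uM SAM; 2 h RT.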
Starred values were filed as active, the others as inactive; i = inactive; ? = inconclusive; nt = not tested or not shown; [ ] = remark or other dose. Unless noted, calls follow the shape of the dose curve; as a rule, active = well fitted curve in the direction sought with a large enough effect; inconclusive = small, poorly fitted or top-dose-only effect, or another doubt; inactive = no such curve, though single readings can be large; an effect the other way counts as inactive or inconclusive.

SMILES | JMJD2A Tudor inh | PI4K2A block | HP1b binding inh | BAZ2B block | Pin1 inhibitor | Tb PGK inh | ERG-DNA inh | GLS inh | G9a block
Cc1c(NC(=O)c2ccc(N(C)S(=O)(=O)c3ccccc3)cc2)c(=O)n(-c2ccccc2)n1C | -13.0% | -10.4 | 32.8% | nt | -2.3% | i | 5.2% | 3.6% | -35.4%
COc1ccc(NC(=O)N2CCC(n3c(C)nc4cccnc43)CC2)cc1OC | -1.0% | 0.1 | 24.9% | -9.2% | -1.5% | 3.8% | -5.0% | 9.2% | 6.8%[59 µM]
Cc1[nH]c2ccccc2c1CN1CCC(CO)(Cc2ccccc2)CC1 | -24.7% | 5.8 | 9.6% | -15.8% | -2.0% | -0.6% | 0.8% | -1.6% | -8.3%
Cc1ccccc1-n1nc2c(c1NC(=O)c1cccs1)CS(=O)(=O)C2 | -3.4% | -7.7 | 19.3% | -11.6% | -9.3% | -2.1% | 5.1% | -1.6% | 1.9%
COc1ccc(CSCC(=O)N/N=C/c2ccccc2O)cc1 | -14.0% | 3.7 | 53.1%[activator] | 11.3% | 1.2% | 0.4% | -0.5% | 0.0% | 29.2%
Cc1ccc(NS(=O)(=O)c2cn(C)c(C)n2)c(Br)c1 | -9.3% | 5.6 | 29.4%[57 µM] | -2.4% | -0.5% | 1.5% | -3.6% | -26.3% | -25.4%[59 µM]
c1ccc(NCc2nc(-c3ccccc3)no2)cc1 | 29.6% | 1.9 | 99.2%[activator] | 41.9%[activator] | -3.2% | -12.7% | -0.2% | 22.4% | -24.6%[12.7 µM]
COc1cc(/C=C2\CC/C(=C\c3ccc(OCCO)c(OC)c3)C2=O)ccc1OCCO | -18.2% | -4.2 | -2.2% | -20.7% | ? | -4.6% | -1.4% | 0.0% | 44.7µM*
C=CCNC(=O)C1CC(=O)N(c2ccc(C)cc2)C1 (stereo not drawn) | 2.1% | -4.2 | 39.0%[activator] | 8.9% | -1.1% | -3.8% | -0.5% | 0.2% | -46.9%
C=CCNC(=O)C1CC(=O)N(c2ccc(OCC(=O)Nc3ccccc3)cc2)C1 (stereo not drawn) | -9.2% | 1.6 | 16.0% | 4.4% | 17.0% | nt | 0.9% | -3.0% | -29.8%[12.7 µM]
CCCCOC(=O)c1ccc(NC(=O)c2c(OC)cccc2OC)cc1 | -26.8% | 5.1 | 42.5%[activator] | -1.6% | 0.1% | -0.3% | 2.0% | -2.8% | -4.0%
COc1ccc(C(C(=O)NC2CCCCC2)N(CC2CCCO2)C(=O)C2COc3ccccc3O2)cc1OC (stereo not drawn) | -16.4% | 1.3 | 28.1% | -3.1% | 0.4% | -1.1% | -2.5% | -1.7% | ?
Cc1c(Cl)cccc1NC(=O)CSc1nc(=O)n(Cc2ccco2)c2c1CCC2 | ? | -1.3 | 11.7% | -19.4% | -0.8% | i | 0.2% | -6.1% | 2.2%[59 µM]
Cn1c(NNC(=O)CCC2CCCCC2)cc(=O)n(C)c1=O | -3.5% | 8.5 | 25.0% | 3.8% | -0.6% | -2.4% | -0.7% | 28.3% | -8.2%
CCC(=O)Nc1ccc2oc(-c3cccnc3)nc2c1 | -13.0% | 0.8 | -21.5% | -36.3% | -11.3% | -6.0% | -1.4% | 2.5% | -4.8%
CCOCCCNC(=O)C1CCCN1S(=O)(=O)c1ccc(Cl)cc1 (stereo not drawn) | 0.7% | -0.7 | 22.8% | 22.9% | -2.6% | -1.8% | -9.0% | -6.3% | 11.9%[59 µM]
COc1cc(/C=C(\NC(C)=O)C(=O)N2CCCCC2)ccc1OC(C)=O | -11.6% | 10.2 | 20.6% | -18.9% | 2.2% | -0.2% | 4.2% | 0.5% | ?
O=C1c2ccccc2C(=O)N1CC(=O)N1c2ccccc2Sc2ccccc21 | -13.8% | 4.9 | 12.7% | -32.5% | 2.7% | i | -9.4% | 5.2% | 37.1%[12.7 µM]
O=C1[C@H](Cc2ccccc2)NCC=CC[C@H](c2ccco2)N1Cc1ccccc1 | ? | 5.0 | 6.5% | nt | 0.2% | 0.7% | -14.0% | 7.7% | nt
CCc1ccc(NC(=O)C(NS(=O)(=O)c2ccc3c(c2)CCN3C(C)=O)C(C)C)cc1 (stereo not drawn) | -5.9% | -2.8 | 16.8%[57 µM] | -33.7% | 1.0% | 1.8% | 3.9% | -9.3% | 16.3%
Cc1ccc(S(=O)(=O)c2c(N)n(C)c3nc4ccccc4nc23)cc1 | 19.8% | -1.1 | 70.7% | 2.5% | 13.6% | 2.3% | 2.9% | -6.5% | -7.9%[12.7 µM]
O=C(Nc1ccc(F)cc1)N1CCN(C(=O)C2CCCO2)CC1 (stereo not drawn) | -11.0% | 3.4 | 22.8% | -3.8% | -4.1% | -4.7% | 10.7% | 1.7% | 18.9%
Clc1ccccc1N1CCN(Cc2ccco2)CC1 | -21.6% | -0.6 | 28.6% | -3.5% | 0.1% | -7.8% | -14.6% | -6.3% | nt
COc1ccc(C(=O)N2c3ccc(C)cc3C(C)(c3ccccc3)CC2(C)C)cc1 (stereo not drawn) | -18.3% | 0.5 | 11.3% | -3.4% | -2.3% | -2.9% | -8.5% | -6.0% | 1.7%[59 µM]
COc1ccc(NC(=O)C2CCCN(S(=O)(=O)c3cccs3)C2)cc1OC (stereo not drawn) | -14.1% | 1.4 | 19.7% | -3.8% | -5.6% | 6.0% | nt | -1.6% | -2.1%

(further entries)
SMILES | JMJD2A Tudor inh | PI4K2A block | HP1b binding inh | BAZ2B block | Pin1 inhibitor | Tb PGK inh | ERG-DNA inh | GLS inh | G9a block
COc1ccc(NS(=O)(=O)c2ccc3nc(COc4cccc5ccccc45)[nH]c3c2)cc1 | -26.8% | 2.1 | -12.9% | ? | 5.4% | 1.7% | 12.7% | 7.1% | ?
O=C(O)c1oc2ccccc2c1CN1CCN(c2ccccc2)CC1 | -15.8% | -0.1 | 22.7% | 2.4% | 1.2% | i | -0.9% | 23.8% | ?
COc1cccc(C(=O)NN2C(=S)N(c3ccccc3)C(=O)C2CC(N)=O)c1 (stereo not drawn) | -6.9% | -5.4 | 13.2% | -7.2% | -0.3% | -10.3% | -5.6% | ? | nt
Cc1c(C(=O)N2CCN(S(=O)(=O)c3ccccc3)CC2)oc2ccc(Br)cc12 | -17.8% | -1.9 | 18.5% | nt | 14.7% | -8.7% | -1.9% | -1.0% | nt
CCC(C)NC(=O)CN1C(=O)NC2NC(=O)NC21 (stereo not drawn) | -4.4%[11.4 µM] | 9.4 | 5.9% | -16.7% | 4.3% | -4.7% | 0.4% | -7.2% | 0.5%
CC(C)CNC(=O)COc1ccc(Sc2ccc(OCC(=O)NCC(C)C)cc2)cc1 | -16.7% | 4.2 | 40.9%[activator] | -3.5% | -7.4% | -7.9% | nt | -1.6% | 16.4%[59 µM]
Cc1ccccc1NC(=S)N(CCN(C)C)C(C)c1ccco1 (stereo not drawn) | -8.1% | -1.5 | 7.8% | -3.9% | -2.5% | ? | -11.7% | 10.5% | 1.7%[59 µM]
Cc1nc(-c2ccc(Cl)cc2)sc1C1(C)CC(c2ccccc2Br)=NO1 (stereo not drawn) | 20.4% | 2.2 | 113.5%[activator] | nt | 1.8% | 6.0% | 7.6% | 4.5% | nt
O=C(CCN1C(=O)/C(=C\c2cccs2)SC1=S)NC1=NCCS1 | -20.5% | -3.1 | 0.5% | ? | -1.9% | i | 15.3% | 6.6% | -11.5%[59 µM]
Cc1ccn(CCC(=O)O)n1 | -12.0% | -3.3 | 33.5% | 2.5% | 0.1% | -6.7% | 8.3% | -0.9% | nt
O=C(Cc1ccc(Cl)cc1Cl)Nc1cccc(S(=O)(=O)Nc2ccccc2F)c1 | ? | -3.9 | ? | ? | 0.0% | -0.1% | -17.6% | 5.7% | 1.58µM*
CC[C@H](C)[C@H](NC(N)=O)C(=O)Nc1ccccc1F | -11.4% | -0.8 | 12.8% | 1.7% | -7.7% | 3.9% | 1.7% | 1.1% | 1.3%
COC(=O)c1ccccc1NC(=O)COc1ccc2c(c1)OCO2 | -16.8% | 1.0 | 11.0% | -12.1% | 1.1% | i | -7.4% | 6.6% | nt
Cc1ccc(N2CCN(c3ccc(C)cc3)C2c2cccnc2)cc1 | 39.8µM* | 0.1 | ? | 35.5µM* | 5.1% | 5.2% | nt | 7.3% | -20.1%[12.7 µM]
COCCNC(=S)NNc1ccccc1[N+](=O)[O-] | ? | -8.3 | ? | 50.1µM* | -0.1% | -9.7% | 0.5% | 0.0% | ?

This is a random part of the collection; overall some 11% were active at least once.
